# USP1-UAF1 inh: inhibitors of human USP1/UAF1 deubiquitinase; O94782; recombinant USP1/UAF1, Ub-Rhodamine cleavage fluorescence; Potency, µM (highest dose often 57.1 µM), for inactives: at the top dose activity change, negative = inhibition, hits mostly inhibitors; 0.23% of 390,000 active; AID 743255; also: potency is read from the fitted curve at half-maximal effect; % is scaled to controls: 0 for no effect and ±100 for the full control effect; nearly all actives have a fitted effect of over 60% in size; inactives centre near -12
# Target sequence (O94782 whole entry, looked up): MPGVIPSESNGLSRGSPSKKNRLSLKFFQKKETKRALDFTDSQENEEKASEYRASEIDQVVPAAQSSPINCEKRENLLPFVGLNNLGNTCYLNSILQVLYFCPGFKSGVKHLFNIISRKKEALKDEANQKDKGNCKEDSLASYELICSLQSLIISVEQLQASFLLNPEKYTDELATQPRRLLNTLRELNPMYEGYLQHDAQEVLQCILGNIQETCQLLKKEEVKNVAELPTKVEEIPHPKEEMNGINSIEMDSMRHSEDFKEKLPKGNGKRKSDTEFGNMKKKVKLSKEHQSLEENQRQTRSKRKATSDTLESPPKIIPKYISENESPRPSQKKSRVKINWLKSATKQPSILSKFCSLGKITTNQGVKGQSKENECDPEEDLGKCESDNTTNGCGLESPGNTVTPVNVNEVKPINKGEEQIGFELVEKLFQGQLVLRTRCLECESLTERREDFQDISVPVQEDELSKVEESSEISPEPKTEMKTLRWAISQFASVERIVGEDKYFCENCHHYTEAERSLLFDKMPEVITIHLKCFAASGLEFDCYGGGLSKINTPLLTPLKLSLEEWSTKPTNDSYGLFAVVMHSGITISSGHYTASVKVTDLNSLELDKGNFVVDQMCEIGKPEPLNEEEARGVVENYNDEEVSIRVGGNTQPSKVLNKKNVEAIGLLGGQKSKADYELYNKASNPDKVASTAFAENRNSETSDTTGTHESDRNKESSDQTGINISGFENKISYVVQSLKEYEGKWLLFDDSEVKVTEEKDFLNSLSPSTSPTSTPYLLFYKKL
#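 In this screen, compounds sit with the deubiquitinase complex (1nM) for 15 min at room temperature before Ub-Rho is added at 150nM final. Fluorescence rise is then followed for 6 reads every 60 seconds.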
# mIDH1 inhibitor: blocks human mutant IDH1 R132H enzyme; AID 602179; Potency, µM (series often up to 76.6 µM), for the others: at the highest dose activity change, negative = inhibition, usual class: inhibitors; 0.093% of 390,000 active; IDH1-R132H enzyme, NADPH consumption, diaphorase/resazurin fluorescence; also: potency is read from the fitted curve at half-maximal effect; % is scaled to controls: 0 for no effect and ±100 for the full control effect; nearly all actives have a fitted effect of over 65% in size
#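 IDH1-R132H (0.5 ug/mL dispensed) in pH 7.5 Tris buffer was preincubated 30 min with compound, then given a substrate mix of 0.016 mM NADPH and 2 mM alpha-KG for 80 min at room temperature; remaining NADPH was read by diaphorase/resazurin fluorescence.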
# TrxR1 substrate: rat thioredoxin reductase 1 substrate activity; O89049; Potency, µM (highest dose often 114 µM), inactives show at the highest dose activity change, negative = substrate turnover; purified TrxR1 substrate turnover, NADPH consumption readout; 0.01% of 390,000 active; also: potency is read from the fitted curve at half-maximal effect; % is scaled to controls: 0 for no effect and ±100 for the full control effect; nearly all actives have a fitted effect of over 50% in size
#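 Rat TrxR1, dispensed at 90 nM, was prereduced with 400 uM NADPH (final) for 5 min at ~22 deg C, then incubated with compound 15 min before 400 uM selenite. A first-read NADPH fluorescence drop versus no-compound background flagged substrates.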
# rTrxR1 inhibitor: blocks rat thioredoxin reductase 1; 1% of 390,000 active; Potency, µM (doses to about 114 µM), for inactives: at the highest dose activity change, negative = inhibition, hits mostly inhibitors; O89049; AID 588453; recombinant rTrxR1, NADPH fluorescence consumption, selenite substrate; also: potency is read from the fitted curve at half-maximal effect; % is scaled to controls: 0 for no effect and ±100 for the full control effect; nearly all actives have a fitted effect of over 65% in size
#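 Rat TrxR1 (90 nM in the dispensed reagent) was pre-reduced with 400 uM NADPH for 5 min at room temperature, then incubated with compound for 15 min. After 400 uM selenite was added, NADPH fluorescence (Ex 340/Em 450 nm) was followed for 8 min.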
# D2 agonist: activates the human D2 dopamine receptor; P14416; HEK293 T-REx D2 cells, calcium flux agonist mode; activation, % at 2 µM; 0.53% of 340,000 active;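 active = activation over 3 SD above normal in the single-dose calcium agonist read, cut at about 30% in these data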; also: 0% is about no effect
#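 Tetracycline-induced HEK293 Trex cells with D2 receptor force-coupled to calcium signaling, plated overnight at 30 C and loaded with no-wash calcium dye. Calcium flux read kinetically for 180 s after compound addition; responses flag agonists.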
# Pin1 inh: inhibitors of human Pin1; Q13526; Pin1 FP peptide displacement, HiFluor488, 10 min; Potency, µM (top dose mostly 115 µM), without a hit: at the top dose activity, negative = inhibition, most hits filed as inhibitors; 0.009% of 390,000 active; AID 504891; active = well fitted inhibition curve with a large enough effect in the polarisation, with a control signal flat, not every such curve was filed as active; inconclusive = small, poorly fitted or top-dose-only effect, or effect the other way, or a change in a side signal; inactive = no such curve, though single readings can be large or run the other way; the % refers to the polarisation; also: potency is read from the fitted curve at half-maximal effect; % is scaled to controls: 0 for no effect and ±100 for the full control effect
# Target sequence (Q13526 whole entry, looked up): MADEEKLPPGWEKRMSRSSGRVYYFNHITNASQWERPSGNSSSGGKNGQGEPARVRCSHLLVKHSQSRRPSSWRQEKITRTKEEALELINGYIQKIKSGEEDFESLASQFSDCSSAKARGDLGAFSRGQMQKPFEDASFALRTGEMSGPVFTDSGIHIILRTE
# TRHR enhancer: TRH receptor (human) allosteric enhancement. P34981. TRHR cells, fluo-8 calcium fluorescence, EC20 TRH enhancement. enhancement, % at 2 µM. 0.66% of 360,000 active; in the data active = enhancement above about 30%; also: 0% is about no effect
#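 Enhancer read-out: after compound pinning and an initial kinetic agonist-mode read, an EC20 of TRH (10 nM final) was injected and fluo-8 calcium signal (Ex 480/Em 530) followed at 1 s/cycle for 100 cycles in TRHR-expressing cells.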
# D2 antag: D2 dopamine receptor (human) antagonism | P14416 | HEK293 TREx D2 cells, calcium flux, dopamine EC80 | inhibition, % at 10 µM | 2% of 340,000 active; in the data active = inhibition above about 30%; also: 0% is about no effect
#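 Tetracycline-induced HEK293 T-REx cells expressing D2 force-coupled to calcium signalling were dye-loaded, exposed to compound for 180 s, then challenged with an EC80 of dopamine; calcium flux was followed kinetically for a further 180 s.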
# TRHR agonist: agonists of human TRH receptor. TRHR cells, calcium flux fluo-8, FDSS agonist mode. P34981. activation, % at 2 µM. 0.18% of 360,000 active; in the data active = activation above about 30%; also: 0% is about no effect
#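 In this calcium-flux screen, cells bearing human TRHR are dye-loaded with fluo-8, baselined for 10 cycles, then exposed to library compounds; positive kinetic calcium responses during the agonist phase mark hits, with TRH as control.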
# An asterisk follows results filed as active; ? = inconclusive; . = no result given; & = joins results of further samples; [ ] = remark or other dose. Unless noted, calls follow the shape of the dose curve; as a rule, active = well fitted inhibition curve with a large enough effect; inconclusive = small, poorly fitted or top-dose-only effect; inactive = no such curve, though single readings can be large or run the other way.
SMILES,USP1-UAF1 inh,mIDH1 inhibitor,TrxR1 substrate,rTrxR1 inhibitor,D2 agonist,Pin1 inh,TRHR enhancer,D2 antag,TRHR agonist
COC(=O)c1ccc(CSc2nnc(-c3ccccc3)n2C)o1,-8%,-2%,1%,-1%,2.8,3%,-1,-17,-0.5
FC(F)(F)c1cc(-c2ccco2)nc(NCc2cccnc2)n1,-12%,0%,23%,?,0.0,2%,11,-16,-0.4
Cc1cc(C)c2cc(C(=O)Nc3ccc(C)c(F)c3)[nH]c2c1,-14%,0%,-8%,-10%,0.2,1%,0,39*,-0.5
COc1ccc(NS(=O)(=O)c2cn(C)cn2)c(OC)c1,-6%,-9%,-6%,-5%,0.5,6%,1,6,-0.2
CCOc1ccc(Nc2cc(C)nc3nncn23)cc1,-8%,-15%,5%,8%,0.6,-11%,2,.,-0.4
Cc1cc(C)cc(Oc2nc(-c3ccccc3)cc(C)c2S(C)(=O)=O)c1,-26%,2%,9%[57.1 µM],11%[57.1 µM],1.0,-1%,12,10,0.8
COC(=O)CCN(C(=O)c1ccc([N+](=O)[O-])cc1)c1ccccn1,-5%,0%,9%[57.1 µM],3%[57.1 µM],-0.3,1%,-1,10,0.3
CCn1c(COc2ccccc2)nnc1SCC(=O)NC1CC1,-7%,0%,0%,14%,-0.4,3%,5,-3,0.5
CC(=O)Nc1ccc(NS(=O)(=O)c2ccc(Cl)s2)cc1,-20%&-15%,6%&16%,7%&4%,19%&7%,0.3&1.8,0%&1%,-2&3,-16,-0.1&1.3
CC(=O)NCC1CCCN(Cc2cn(-c3ccccc3F)nc2-c2cc(C)sc2C)C1 (centres undefined),-14%,3%,-6%,-9%,-0.7,4%,4,-18,0.2
CCCCCCCCCCCCCCCC[N+](C)(C)CCl,?,7%,-8%[57.1 µM],0%[11.4 µM],.,6%,.,.,.
CCCc1nnc(NC(=O)CN2CCN(C)CC2)s1,-3%,1%,-6%,-6%,.,?,-5,.,0.4
COc1ccc(CSc2nnnn2-c2ccc(C(=O)O)cc2)cc1,-1%,-13%,6%,17%,1.9,-7%,-1,16,0.7
O=C(Nc1ccc(OC(F)F)cc1)c1cc[n+]([O-])cc1,-3%,14%,0%,37%[activator][0.457 µM],-0.2,8%,-1,13,-0.2
O=C(c1ccc([N+](=O)[O-])cc1)N1CCSC1c1cccc(Cl)c1 (centres undefined),-4%,0%,2%[57.1 µM],21%[57.1 µM],-0.4,1%,-1,4,1.5
CCOC(=O)C1=C(CN2CCN(CC)CC2)NC(=O)NC1c1ccc(Cl)cc1 (centres undefined),?,10%,-7%,2%,-0.8,-8%,4,.,2.1
Cc1[nH]c2nc3ccccc3n2c(=O)c1CCC(C)C,-12%,10%,4%,12%[57.1 µM],1.3,4%,-3,15,0.1
Cc1occc1-c1nnc(SCc2nnc(-c3ccc(Cl)cc3)o2)n1C,-3%,0%,5%,-5%,1.4,-9%,3,7,-0.4
CCc1c(C)nc2ccc(Br)cc2c1Cl,-7%,7%,-6%,-11%,-0.7,-4%,10,-22,0.6
O=C(Nc1cc(C2CC2)nn1-c1ccccc1)c1ccc(F)cc1,-10%,1%,7%[57.1 µM],8%[57.1 µM],.,-14%,.,.,.
CCOC(=O)CSc1nc2sc3c(c2c(=O)n1-c1ccc(OC)cc1)CC(C(C)C)OC3 (centres undefined),-4%,1%,7%,28%,-0.2,-1%,8,.,-0.1
COCCCN1CCN(C2Cc3ccccc3Sc3ccc(Cl)cc32)CC1 (centres undefined),-19%,8%,1%,5%,1.2,-5%,2,107*,0.9
Cc1ccc(-n2nc(C(=O)O)cc2-c2ccccc2Cl)cc1,2%,13%,8%,14%,-2.7,-3%,9,6,1.0
Cc1cccc(C)c1NC(=O)CN(C)CC(=O)N(C)CC(=O)Nc1ccccc1Br,-8%,-3%,0%,21%,.,6%,-7,.,-0.2
O=Cc1cc2ccccc2nc1SCc1ccc(Cl)cc1,-22%,4%,-12%,-9%,1.1,6%,-2,9,0.9
CC(=O)Nc1ccc(/C=N\NC(=O)CNS(=O)(=O)c2ccc([N+](=O)[O-])cc2)cc1,-23%,8%,-6%,-4%,-0.2,3%,-1,6,-1.1
CC(C)C(=O)Nc1ccc(Sc2ccc(F)cc2)cc1,-22%,8%,-3%,-1%,0.7,3%,-3,2,0.5
CSc1nc(N)c2cn[nH]c2n1,-12%,7%,14%[57.1 µM],8%[57.1 µM],.,-9%,.,.,.
CCCCCCCn1c(=N)n(CC(O)c2ccco2)c2ccccc21 (centres undefined),-19%,10%,-8%[57.1 µM],14%[57.1 µM],1.7,?,9,6,1.1
O=C(CS(=O)(=O)c1ccccc1)Nc1nc(-c2ccccc2)cs1,-7%,9%,4%[57.1 µM],16%[57.1 µM],0.4,-1%,-5,-11,0.0
C#CC(=O)N(c1ccc(OC)cc1OC)C(C(=O)NC1CCCC1)c1cccs1 (centres undefined),-20%,-7%,16%[57.1 µM],?,0.3,-16%,13,-21,-0.6
CCN(C1CCCCC1)S(=O)(=O)c1cn(C)c(=O)n(C)c1=O,-3%,-5%,10%[57.1 µM],16%[57.1 µM],0.3,-2%,-1,11,0.4
O=c1[nH]c(CSc2ccccn2)nc2c1cnn2-c1ccccc1,-10%,6%,-9%,11%[57.1 µM],-0.6,-4%,4,4,0.0
COc1ccc(-c2nnn(CC(=O)NCc3ccccc3)n2)cc1OC,?,4%,11%,15%,2.9,2%,5,7,0.0
CCN(CC)CC#CCOC(c1ccccc1)c1ccccc1,-17%,-3%,-2%[57.1 µM],20%[57.1 µM],-1.2,0%,-4,2,-2.1
COc1ccccc1NC(=S)NNC(=O)c1cc(C)nn1C,-17%,1%,0%,-12%,0.0,3%,-1,-5,0.3
COc1cccc(CN2CCNC(=O)C2CC(=O)O)c1OC (centres undefined),-23%,-10%,-1%,?,-1.0,6%,14,19,0.3
COc1ccc(-n2nc(C(=O)NCC(=O)N3CCCCCC3)c3ccccc3c2=O)c(OC)c1,-6%,3%,6%[57.1 µM],7%[57.1 µM],5.5,4%,12,-1,-0.4
O=S(=O)(CCNCc1ccco1)NC1CCCCC1,-27%,6%,0%,?,.,1%,.,.,.
Cc1nn(C)cc1-c1n[nH]c(=S)n1-c1ccc(F)cc1,-8%,-9%,6%[57.1 µM],-10%[57.1 µM],0.0,0%,5,7,-0.4
CCCC(=O)NNC(=O)CCC(=O)Nc1ccccc1Cl,-10%,-2%,2%,8%,.,-2%,10,.,0.1
Cn1cncc1C#Cc1c(C=O)n(C)c2ccccc12,-10%,-22%,14%[57.1 µM],9%[57.1 µM],0.1,48%[activator],-8,0,-0.3
N#Cc1ccccc1Cn1c(=O)n(Cc2ccc(C(=O)NC3CCN(Cc4ccccc4)CC3)cc2)c(=O)c2ccccc21,-18%,-4%,-2%,2%,0.1,-2%,11,.,0.3
CCCCC(OC(=O)CN1C(=O)COc2ccccc21)C(=O)NC1CCCCC1 (centres undefined),-8%,10%,0%,20%,-1.7,0%,-8,-2,-0.1
O=C(Nc1ccc(S(=O)(=O)Nc2ccccn2)cc1)c1ccc(Cl)cc1Cl,-17%,-2%,4%,16%,-0.1,-9%,-4,3,-0.6

# 8 structures already listed, sorted by SMILES length, ascending:
SMILES,USP1-UAF1 inh,mIDH1 inhibitor,TrxR1 substrate,rTrxR1 inhibitor,D2 agonist,Pin1 inh,TRHR enhancer,D2 antag,TRHR agonist
O=S(=O)(CCNCc1ccco1)NC1CCCCC1,-27%,6%,0%,?,.,1%,.,.,.
Cn1cncc1C#Cc1c(C=O)n(C)c2ccccc12,-10%,-22%,14%[57.1 µM],9%[57.1 µM],0.1,48%[activator],-8,0,-0.3
CCCC(=O)NNC(=O)CCC(=O)Nc1ccccc1Cl,-10%,-2%,2%,8%,.,-2%,10,.,0.1
COc1cccc(CN2CCNC(=O)C2CC(=O)O)c1OC (centres undefined),-23%,-10%,-1%,?,-1.0,6%,14,19,0.3
COc1ccc(-c2nnn(CC(=O)NCc3ccccc3)n2)cc1OC,?,4%,11%,15%,2.9,2%,5,7,0.0
CCN(C1CCCCC1)S(=O)(=O)c1cn(C)c(=O)n(C)c1=O,-3%,-5%,10%[57.1 µM],16%[57.1 µM],0.3,-2%,-1,11,0.4
COc1ccc(-n2nc(C(=O)NCC(=O)N3CCCCCC3)c3ccccc3c2=O)c(OC)c1,-6%,3%,6%[57.1 µM],7%[57.1 µM],5.5,4%,12,-1,-0.4
N#Cc1ccccc1Cn1c(=O)n(Cc2ccc(C(=O)NC3CCN(Cc4ccccc4)CC3)cc2)c(=O)c2ccccc21,-18%,-4%,-2%,2%,0.1,-2%,11,.,0.3

# Continued:
SMILES,USP1-UAF1 inh,mIDH1 inhibitor,TrxR1 substrate,rTrxR1 inhibitor,D2 agonist,Pin1 inh,TRHR enhancer,D2 antag,TRHR agonist
O=C(COC(=O)c1ccccc1SCC(=O)N1CCCC1)NC1CCS(=O)(=O)C1 (centres undefined),-3%,8%,-3%,5%,0.6,-8%,-1,2,0.7
Cc1ccc(NC(=O)c2cc3nc(C)cc(C)n3n2)cc1,-11%,6%,0%,10%,0.1,2%,3,4,0.1
c1ccc(-n2ncc3c2ncn2c(C4CCCCC4)nnc32)cc1,.,.,.,.,0.1,.,-4,2,0.4
COc1ccc(CCNc2cc(=O)[nH]c(N)n2)cc1,1%,6%,3%,23%,-0.2,4%,0,16,0.9
CSc1ccc(C(=O)C2CCCN(C(=O)CCCn3cncn3)C2)cc1 (centres undefined),-8%,1%,-4%,5%,0.0,4%,0,3,-0.6
COc1ccc(CCN2CC(C(=O)N(C)Cc3ccc4nsnc4c3)CCC2=O)cc1 (centres undefined),-18%,2%,-5%,-10%,-0.1,?,1,-11,-0.2
O=C(Nc1ccc(S(=O)(=O)Nc2nccs2)cc1)c1nn(-c2ccc(F)cc2)ccc1=O,-23%,-8%,-2%,16%,-0.3,?,7,-2,0.2

# Only part of the results is shown, so the mix of outcomes need not match the whole.
